Wnt bcat act = activates Wnt/beta-catenin signaling in a reporter cell assay. activator, plate reader. activation, % at 9.35 µM. hit rate 1.2% among 300,000. AID 743398; in the data active = activation above about 30%, passing the limit was not always enough; inconclusive = no clear call, values can overlap the other calls;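 also: 0% = neutral control wells and 100% = positive control wells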
CAL PDZ FP-1 = CAL PDZ (human) peptide binding inhibition; AID 602252; purified CAL PDZ, TMR-peptide fluorescence polarization, 1 h; inhibition, % at 24.9 µM; hit rate 0.92% among 300,000;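 active = mean inhibition of at least 30% with at least half of replicates also reaching 30%; inconclusive = no clear call, values can overlap the other calls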;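 also: 0% = DMSO neutral control and 100% = excess unlabeled competitor peptide PRC23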
SR-BI HDL uptake = mouse SR-BI HDL lipid transfer inhibition; Q61009; ldlA[mSR-BI] CHO cells, DiI-HDL uptake fluorescence, 3 h; inhibition, % at 12.5 µM; hit rate 0.96% among 320,000; AID 488896;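 active = mean replicate inhibition of at least 70% and a set share of replicates each scoring 70 or more; inconclusive = meets just one of the two criteria; inactive = fails both criteria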;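 also: 0% = median of neutral control wells and 100% = median of positive control wells; values of inactives mirror those of a sister screen read the other way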
Target sequence (Q61009 whole entry, looked up): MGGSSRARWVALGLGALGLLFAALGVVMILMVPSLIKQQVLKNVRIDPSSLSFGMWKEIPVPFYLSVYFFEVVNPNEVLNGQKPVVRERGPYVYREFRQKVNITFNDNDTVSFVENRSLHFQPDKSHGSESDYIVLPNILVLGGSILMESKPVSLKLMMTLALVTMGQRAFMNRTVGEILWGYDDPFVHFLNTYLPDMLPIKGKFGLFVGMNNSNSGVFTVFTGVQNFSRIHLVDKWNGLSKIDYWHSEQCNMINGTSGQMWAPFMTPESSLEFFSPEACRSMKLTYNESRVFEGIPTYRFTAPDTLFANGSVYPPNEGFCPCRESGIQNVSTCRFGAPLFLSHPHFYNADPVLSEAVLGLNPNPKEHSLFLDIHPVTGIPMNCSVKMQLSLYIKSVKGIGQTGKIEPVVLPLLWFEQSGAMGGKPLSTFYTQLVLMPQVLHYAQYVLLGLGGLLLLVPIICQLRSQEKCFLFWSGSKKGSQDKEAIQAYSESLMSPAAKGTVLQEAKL
Tat transport = blocks Tat-dependent protein export in E. coli. E. coli MC4100 TorA-mCherry Tat export, fluorescence. inhibition, % at 10 µM. hit rate 0.036% among 340,000;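 active = mean replicate inhibition at least 50% and at least half of replicates individually reaching 50%; inconclusive = only one of the two criteria met; inactive = neither criterion met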;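 also: exported cargo escapes ClpAP degradation while cytoplasmic cargo is degraded and loses fluorescence; 0% = median of neutral control wells and 100% = median of NaSCN control wells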
phage Ecoli inh = E. coli growth loss with phage present; AID 651602; inhibition, % at 11.9 µM; growth absorbance; hit rate 0.26% among 360,000; in the data active = inhibition above about 11%
CAL PDZ FP-2 = human CAL PDZ-peptide interaction inhibition. Q9HD26. hit rate 0.02% among 330,000. purified CAL PDZ, TMR-peptide fluorescence polarization, 1 h. AID 504414. inhibition, % at 20 µM;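 active = highest replicate inhibition of at least 40%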;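 also: plate controls were DMSO neutral control wells for no effect and unlabeled competitor peptide control wells for full effect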
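Control set: unlabelled peptide and DMSO controls / Material: purified CerCALP PDZ construct / Timing: 1 h incubation at room temperature before polarization reading / Doses: 20 µM, one dose / Detection: fluorescence polarization (mP)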
MITF TRPM1 HTS = MITF TRPM1 promoter activation in melanoma cells | SK-MEL-5 TRPM1-promoter luciferase, 24 h; % of positive control, neutral wells = 0 | activation, % at 12.5 µM | hit rate 0.75% among 300,000 | AID 588334;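 active = mean activation of at least 80% with every replicate also reaching 80%; inconclusive = mean reaches 80% but some replicate falls short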;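 also: 0% = neutral control wells and 100% = parthenolide positive control wells; values of inactives mirror those of a sister screen read the other way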
SR-BI uptake up = activators of SR-BI mediated HDL lipid uptake | CHO ldlA[mSR-BI] cells, DiI-HDL uptake fluorescence, 3 h; 100 = double the neutral-control signal | activation, % at 12.5 µM | AID 504775 | hit rate 0.096% among 320,000;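 active = mean replicate activation of at least 60% and every replicate at or above 60%; inconclusive = mean or all-replicate condition met, but not both; inactive = mean below 60% and not all replicates reaching 60%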;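 also: 0% = median plate neutral-control signal and 100% = twice that signal; values of inactives mirror those of a sister screen read the other way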
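system = CHO ldlA[mSR-BI] cells, LDL receptor-null, SR-BI overexpressing | medium = Ham's F12 with 0.5% BSA, HEPES 25 mM, pH 7.4 | probe or stimulus = DiI-HDL 10 µg/mL | compound dosing = single-point compound dose | incubation = compound exposure 3 h, 37 °C | technique = DiI fluorescence, bottom read | read-out = cell-associated DiI fluorescence as measure of HDL uptake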
Ecoli viability = counter-screen for AddAB inhibitors: E. coli growth inhibition; E. coli V3065 growth, OD600 absorbance, 18 h; inhibition, % at 11.9 µM; hit rate 0.27% among 330,000; AID 449728;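 active = inhibition above the campaign's mean inhibition across all tested compounds plus 3 SD, cut at about 9.9% in these data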;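 also: uninfected addAB+ strain grown without phage in ampicillin broth; 0% = DMSO wells and 100% = ciprofloxacin 0.95 µg/ml wells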
AddAB inh = less growth of phage-infected E. coli with AddAB. E. coli expressing H. pylori AddAB, absorbance growth. inhibition, % at 11.9 µM. hit rate 0.29% among 330,000; in the data active = inhibition above about 12%;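 also: 0% = vehicle wells of infected cells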
Starred values were filed as active, the others as inactive; ? = inconclusive; . = no result given. The order is random (roughly 3.6% active in at least one column).

Compound	Wnt bcat act	CAL PDZ FP-1	SR-BI HDL uptake	Tat transport	phage Ecoli inh	CAL PDZ FP-2	MITF TRPM1 HTS	SR-BI uptake up	Ecoli viability	AddAB inh
CN(C(=O)c1cccc(NC(=O)Cc2ccc(NC(=O)C3CCCN(S(=O)(=O)c4cccc([N+](=O)[O-])c4)C3)cc2)c1)C1CCCC1 (centres undefined)	-2	17	45	0	1.9	-0.4	-16	-45	.	.
CC(C)(C)C(=O)Nc1ccc2c(c1)-c1cc(NC(=O)C(C)(C)C)ccc1C2	.	0	33	3	-0.5	-1.7	29	-33	1.9	1.4
COc1cc(Nc2ccc(C(=O)O)cc2[N+](=O)[O-])cc(OC)c1	-3	-2	-35	2	6.8	-1.2	18	35	0.3	3.1
O=c1[nH]c2ccc(S(=O)(=O)Nc3ccc(-c4nnc5n4CCCCC5)cc3)cc2o1	0	-3	-28	-2	1.4	0.7	-8	28	-0.7	-0.9
O=C(CCC(=O)Nc1ccc(Cl)cc1Cl)NNC(=O)Nc1ccccc1	-7	.	0	-7	3.8	-0.6	-4	0	2.7	2.6
CCOC(=O)c1cnc(SCc2nc(N)nc(Nc3ccc(C)cc3)n2)nc1N	0	.	17	-13	1.6	-0.1	.	-17	0.0	1.6
COc1cc2c(cc1OC)-c1cc(Nc3ccccc3C)nc(=O)n1CC2	6	-7	32	-4	3.4	-2.1	25	-32	0.3	1.6
CCOC(=O)CSc1nc2ccccc2c(=O)n1CCC(=O)NCCc1ccc(OC)c(OC)c1	-6	3	17	2	2.9	-1.4	.	-17	-0.8	-1.5
COc1ccc(CCNC(=O)c2ccc(NS(=O)(=O)c3ccc4[nH]c(=O)[nH]c4c3)cc2)cc1OC	0	-2	4	-7	1.3	-4.3	6	-4	0.4	3.1
CCOC(=O)COc1c(OC)cc(Cl)cc1C1NC(=O)NC(C)=C1C(C)=O (centres undefined)	.	0	-7	3	2.8	-0.4	-4	7	-0.8	-1.6
COc1cccc(C(C[N+](=O)[O-])c2c(C)[nH]n(-c3ccccc3)c2=O)c1 (centres undefined)	-1	-1	-14	-3	1.7	-2.2	8	14	-0.7	2.6
Cc1c(Br)c([N+](=O)[O-])nn1CCCC(=O)Nc1c(C)n(C)n(-c2ccccc2)c1=O	-1	-1	.	2	-0.7	-2.3	-7	.	-0.7	-0.3
Cc1ccsc1/C=N/n1c(-c2ccco2)n[nH]c1=S	.	-2	-19	-2	1.2	-2.0	.	19	-1.7	-0.5
COc1ccc(N=c2oc3cc(O)ccc3cc2C(=O)Nc2ccccn2)cc1OC	5	2	71*	-5	3.4	-1.2	15	-71	-0.8	-1.0
COC(=O)C1CCCN1C(=O)C1CCCN1C(=O)CNC(=O)OCc1ccccc1 (centres undefined)	-1	2	.	-4	3.1	-1.5	-11	.	0.7	2.0
O=C(Nc1nncs1)c1cc(-c2ccncc2)nc2ccc(Cl)cc12	-1	-5	11	-9	1.3	-2.0	-5	-11	-0.8	1.5
CCS(=O)(=O)N1CCC(C(=O)Oc2ccc(C)c(C)c2)CC1	19	-3	12	-5	-0.1	-0.9	.	-12	0.0	1.3
Cc1c(-n2cc(C(=O)O)c(=O)c3cc(F)c(N4CCCC4)c(F)c32)c(=O)n(-c2ccccc2)n1C	.	-1	-2	-15	2.8	-0.9	-7	.	2.0	1.2
Cn1nc(C(=O)Nc2ccc3c(c2)OCCO3)c2ccccc2c1=O	-1	-2	19	-7	2.1	-0.1	45	-19	0.0	0.6
NC(=O)CC(NC(=O)c1ccccc1)c1ccc(NC2CCCC2)c([N+](=O)[O-])c1 (centres undefined)	-3	-1	-22	-9	0.1	-1.5	8	22	0.8	3.2
CN(Cc1cccs1)C(=O)Cn1cnc2cc([N+](=O)[O-])ccc2c1=O	-1	.	3	-7	3.2	-1.2	11	-3	-0.8	1.0
COc1ccccc1NC(=O)C1CCCN1S(=O)(=O)c1cccc2nsnc12 (centres undefined)	.	9	-13	-1	.	-0.4	0	13	1.4	3.5
CC(C)(C)OC(=O)N/N=C/c1cccc([N+](=O)[O-])c1	11	-1	-17	1	1.1	0.4	74	17	2.5	2.2
CCOC(=O)C(=N/O)/C(C)=N/NC(=O)C(=O)Nc1cc(Cl)ccc1Cl	-3	-2	81*	-2	1.2	-1.6	.	-81	-2.0	0.6
O=C(CCCn1c(=O)c2cccn2c2cccnc21)NCCc1ccc(Cl)cc1	0	-2	79*	-6	2.2	-1.8	15	-79	-2.4	3.0
NC(=O)CC(NC(=O)c1cccc(Br)c1)c1ccc(N2CCCCCC2)c([N+](=O)[O-])c1 (centres undefined)	-2	-7	-11	-4	1.5	-0.2	1	11	2.4	3.1
COc1ccccc1NC(=O)CN1CCN(c2ccccc2OC)CC1	-3	3	15	4	3.8	-3.1	0	-15	-1.4	4.5
COc1ccccc1C1CCN(c2ccc(CO)cc2[N+](=O)[O-])CC1	27	-5	-37	-5	2.8	-0.4	12	37	-0.7	0.7
COC(=O)c1cc(S(=O)(=O)NCc2ccc(Br)cc2)c[nH]1	1	-8	-23	2	2.9	-1.6	19	23	2.8	0.4
COC(C[C@H]1O[C@@H]1[C@@H](O)COCc1ccccc1)OC	0	2	-8	-4	1.6	-0.7	15	8	.	.
COc1ccc(C)cc1NC(=O)C(Sc1nnnn1C)c1ccccc1 (centres undefined)	0	.	7	-3	3.2	-0.8	4	-7	1.5	2.9
C=C(CN(C)C)C(=O)c1ccc(OC2OC(COC(C)=O)C(OC(C)=O)C(OC(C)=O)C2OC(C)=O)cc1 (centres undefined)	-25	4	94*	-19	-3.3	-0.1	.	-94	.	.
C[C@H](NC(=O)c1nc[nH]c1C(=O)N1CCc2ccccc2C1)C(=O)OCc1ccccc1	-1	-7	-9	-4	1.3	-1.9	0	9	0.3	2.6
Cc1ccc(NC(=O)N2CCN(C(=O)C3CCCO3)CC2)cc1 (centres undefined)	4	1	-5	-3	1.2	-2.8	5	5	1.4	3.2
COc1cc2c(cc1NC(=S)NC(=O)c1c(OC)cccc1OC)oc1ccccc12	0	1	15	-2	4.9	-2.5	-3	-15	-1.8	1.1
O=C(CSCc1cccs1)N1CCCC1	.	-3	-1	2	-0.9	-0.4	56	1	2.0	3.1
O=C(c1cc(C2CC2)on1)N1CCCC(N2CCN(c3ccc(F)cc3)CC2)C1 (centres undefined)	7	-3	-5	-7	4.2	-2.7	0	5	-0.6	-1.6
COc1ccc(C(C(=O)NC2CCCC2)N2CCc3ccccc32)cc1 (centres undefined)	1	.	7	6	1.6	0.1	.	-6	0.3	0.9
CC(C)=N/N=C(\c1cccc([N+](=O)[O-])c1)C12CN3CN(CN(C3)C1)C2	-3	-1	-16	-3	3.1	-0.5	-9	16	0.9	1.5
CC1(C)Cc2c(sc3nc(SCC(=O)NCc4ccco4)n(-c4ccccc4)c(=O)c23)CS1	.	-4	-1	7	3.3	-1.3	7	1	0.8	4.8
CCC1=NN(C(=O)Cc2ccc([N+](=O)[O-])cc2)C(O)(C(C)(C)C)C1 (centres undefined)	-3	3	20	-4	2.6	0.0	-4	-20	-1.3	2.3
Cc1cccc(OCc2ccc(C(=O)N3CCOCC3)o2)c1	0	13	.	4	-0.5	-4.1	-5	.	1.6	2.2
CC(C)C[C@@H](NC(=O)C1CCC(CNC(=O)[C@@H]2CCCN2C(=O)OC(C)(C)C)CC1)C(=O)O (some centres undefined)	3	-1	-11	-11	2.1	-1.5	-2	11	.	.
CC1(c2ccc(Cl)cc2Cl)NC(=O)N(CC(=O)Nc2cccnc2Cl)C1=O (centres undefined)	-2	2	-19	-3	1.0	-2.2	-4	19	-1.4	6.0
CCOC(=O)Cc1csc(N/N=C\c2cccc(Br)c2)n1	11	.	-1	2	2.3	0.0	-4	1	0.7	1.8
N#Cc1ccc(CSc2ncccn2)cc1	6	.	-1	-4	-1.6	-0.5	.	1	2.2	0.3
O=C(NCc1ccccc1)C(c1ccc(Cl)cc1)N(C(=O)c1csnn1)C1CC1 (centres undefined)	-1	-2	-1	3	2.9	-1.6	2	1	-1.2	2.2
C/C(=N/NC(=O)CN1CCN(Cc2ccccc2Cl)CC1)c1ccco1	-3	.	-6	-5	1.2	-0.5	.	6	-0.8	0.6
CCc1nnc(NS(=O)(=O)c2ccc(N/C=C(\C=O)c3nc4cc(Cl)ccc4o3)cc2)s1	-4	-4	-3	-1	6.2	-2.5	-10	3	5.5	10
Cc1ccc(NCc2nnc(SCC(=O)Nc3cc(C)on3)n2C)cc1	0	-1	-8	-6	-0.1	.	-4	8	2.0	3.6

Later entries
Compound	Wnt bcat act	CAL PDZ FP-1	SR-BI HDL uptake	Tat transport	phage Ecoli inh	CAL PDZ FP-2	MITF TRPM1 HTS	SR-BI uptake up	Ecoli viability	AddAB inh
O=C(c1c(F)cccc1F)N1CCCC(c2nc(-c3ccc(F)cc3)no2)C1 (centres undefined)	1	-2	-41	1	-0.1	-0.5	.	41	1.0	4.3
N#CC1=CC2CN(Cc3ccccc3)C1C1C(=O)N(c3ccccc3)C(=O)C21 (centres undefined)	-6	-2	-2	13	1.1	0.5	2	2	.	.
Cc1ccc(Nc2nc(COC(=O)C3CC3)cs2)cc1	8	-1	-8	2	0.6	-0.7	?	8	-0.7	-2.0
COc1ccccc1C1CC(c2ccc(Cl)cc2Cl)Nc2nc(N)nn21 (centres undefined)	0	.	-3	-4	2.6	0.4	16	3	-0.3	3.3
O=C(COc1coc(CN2CCc3ccccc3C2)cc1=O)Nc1ccccc1F	-2	-2	-30	-3	-3.1	-2.9	5	30	0.8	0.1
C=CC[N@@+]12CC[C@]34c5ccccc5N5/C=C6\C7N(/C=C(\C53)[C@@H](C[C@@H]41)/C(=C/CO)C2)c1ccccc1[C@@]71CC[N@@+]2(CC=C)C/C(=C\CO)[C@@H]6C[C@@H]12 (some centres undefined)	-4	4	-25	-5	3.9	1.3	-1	25	-1.2	0.8
CN1CCN(C(=O)c2cc3c(C(F)(F)F)nn(C)c3s2)CC1	.	-2	-7	3	2.7	-0.6	-5	7	1.5	3.2
COCCNC(=O)C(c1ccc(F)cc1)N(CCOC)C(=O)CCC(=O)Nc1nccs1 (centres undefined)	-1	-6	-14	-1	1.7	-0.5	-8	14	-1.1	2.2

Compound activity from PubChem BioAssay.
